PKM2 activator: increases activity of human pyruvate kinase M2; purified PKM2, Kinase-Glo ATP luminescence, activation; response scale: 0% is enzyme alone, no compound; 260,000 tested, 0.34% active; Potency, µM (top dose mostly 57.5 µM), without a hit: at the top dose activation, hits mostly activators; AID 1631; P14618; also: potency is read from the fitted curve at half-maximal effect; % is scaled to controls: 0 for no effect and ±100 for the full control effect; nearly all actives have a fitted effect of over 55% in size
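Purified hPK-M2 (>95%) run at intermediate activity with 0.1 mM ADP and 0.5 mM PEP in 50 mM imidazole pH 7.2, KCl, MgCl2; 1 h room temperature. ATP formed read by Kinase-Glo luminescence; normalized to uninhibited and no-enzyme controls.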
TSG101-PTAP inh: blocks PTAP/TSG101 interaction to inhibit HIV-1 budding | Fluorescence polarization, FITC-PTAP peptide / Tsg101 binding | Q99816 | 340,000 tested, under 10 active | AID 493005 | Potency, µM (highest dose often 115 µM), for inactives: top-dose activity change, negative = inhibition, actives largely listed as inhibitors; active = well fitted inhibition curve with a large enough effect in the main read-out, with a control signal flat, not every such curve was filed as active; inconclusive = small, poorly fitted or top-dose-only effect, or effect the other way, or a change in a side signal; inactive = no such curve, though single readings can be large or run the other way; also: potency is read from the fitted curve at half-maximal effect; % of control where 0% means no effect
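FP read-out: FITC-PTAP peptide, 50 nM final, binding Tsg101 binding domain, 10 uM final; 20 min, r.t.; 10 mM HEPES pH 7.5, 0.15 M NaCl, 0.01% Tween 20, 3 mM EDTA, 0.1 mM TCEP.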
S-ASM inh: blocks human secretory acid sphingomyelinase | placental ASM, HMU-PC fluorogenic substrate, 60 min | Potency, µM (highest dose often 57.5 µM), without a hit: at the highest dose activity change, negative = inhibition, usual class: inhibitors | 340,000 tested, 0.006% active; also: potency is read from the fitted curve at half-maximal effect
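Fluorogenic HMU-PC substrate (9 uM final) is turned over by placental ASM in 60 min at 37 C after a 10 min compound preincubation. Reaction ended by alkaline stop (pH 10), with fluorescence read at 386/447 nm.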
B2AR arrestin: agonists driving beta-arrestin recruitment to human beta2-adrenergic receptor. beta-arrestin recruitment to beta2AR, cell-based reporter. Potency, µM (doses to about 46.1 µM), inactives show at the top dose activation, hits mostly activators. P07550. 330,000 tested, 0.02% active;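 also: potency is read from the fitted curve at half-maximal effect; 0% = DMSO controls and full agonism = EC100 isoproterenol or metaproterenol; nearly all actives have a fitted effect of over 65% in size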
Target sequence (P07550 whole entry, looked up): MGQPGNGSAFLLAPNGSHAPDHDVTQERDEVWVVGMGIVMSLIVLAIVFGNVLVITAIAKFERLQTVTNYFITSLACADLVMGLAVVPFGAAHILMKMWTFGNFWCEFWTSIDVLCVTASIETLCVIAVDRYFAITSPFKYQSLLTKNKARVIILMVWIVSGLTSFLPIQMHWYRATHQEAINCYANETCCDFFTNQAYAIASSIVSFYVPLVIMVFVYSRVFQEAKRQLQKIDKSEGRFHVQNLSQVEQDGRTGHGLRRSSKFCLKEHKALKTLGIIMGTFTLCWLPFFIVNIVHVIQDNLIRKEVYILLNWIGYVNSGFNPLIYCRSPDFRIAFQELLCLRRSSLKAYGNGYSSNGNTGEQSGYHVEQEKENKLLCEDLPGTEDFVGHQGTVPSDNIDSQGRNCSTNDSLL
Giardia killer: kills Giardia lamblia; activity change, % at 7.66 µM, hits read low; AID 540267; 340,000 tested, 0.15% active; Giardia lamblia trophozoite viability; in the data active = activity change below about -80%; inconclusive = between about -30% and that limit;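 also: parasites exposed to compound for two days anaerobically before the ATP read; % is scaled to controls: 0 for no effect and ±100 for the full control effect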
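ATP-content bioluminescence gauges trophozoite survival. Cells (100/well) receive compound and incubate anaerobically for 48 hrs at 37 deg C; detection reagent follows for 15-30 min at room temperature.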
Integrin act MD: activates integrin-mediated alleviation for muscular dystrophy | Potency, µM (highest dose often 38.3 µM), without a hit: at the top dose activation, actives largely listed as activators | alpha7betagal myoblasts, beta-gal FDG fluorescence, 48 h | 350,000 tested, 0.064% active;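 also: potency is read from the fitted curve at half-maximal effect; 100% = response of the positive control SU9516; nearly all actives have a fitted effect of over 60% in size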
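Alpha7betagal+/- myoblasts (passage 13) were plated 16-24 hr, then exposed to compounds (1:260 dilution of DMSO stock) for 48 hours at 37C. After MPER lysis, β-galactosidase reporter activity was read as FDG fluorescence (ex 480/em 540) after 30 minutes.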
GALK inhibitor: galactokinase (human) inhibition; Purified GALK, Kinase-Glo residual ATP luminescence; Potency, µM (doses to about 57.5 µM), for the others: at the top dose activity change, negative = inhibition, most hits filed as inhibitors; 270,000 tested, 0.007% active; AID 1868; also: potency is read from the fitted curve at half-maximal effect; % is scaled to controls: 0 for no effect and ±100 for the full control effect
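5 nM enzyme, 35 uM ATP, 100 uM galactose, 20 mM HEPES pH8.0, 5 mM MgCl2; 1 h RT; residual ATP by Kinase-Glo Plus luminescence, qHTS format.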
Menin-MLL TR inh: menin-MLL binding inhibition, Texas Red mutant peptide; Menin + Texas Red MLL mutant peptide, fluorescence polarization; Potency, µM (highest dose often 61.6 µM), without a hit: at the top dose FP activity change, negative = inhibition, most hits filed as inhibitors; 270,000 tested, 0.23% active; AID 1768; active = well fitted inhibition curve with a large enough effect in the polarisation, with a control signal flat, not every such curve was filed as active; inconclusive = small, poorly fitted or top-dose-only effect, or effect the other way, or a change in a side signal; inactive = no such curve, though single readings can be large or run the other way; the % refers to the polarisation; also: potency is read from the fitted curve at half-maximal effect; % of control where 0% means no effect; many of its hits are not listed in these tables
Tb PFK inh: T. brucei PFK enzyme inhibition | O15648 | T. brucei PFK, ADP-Glo luminescence | Potency, µM (series often up to 57.5 µM), inactives show top-dose activity, negative = inhibition, hits mostly inhibitors | 330,000 tested, 0.17% active;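 also: potency is read from the fitted curve at half-maximal effect; 0% = uninhibited 1x PFK enzyme wells and -100% = no-enzyme wells; nearly all actives have a fitted effect of over 60% in size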
Target sequence (O15648 whole entry, looked up): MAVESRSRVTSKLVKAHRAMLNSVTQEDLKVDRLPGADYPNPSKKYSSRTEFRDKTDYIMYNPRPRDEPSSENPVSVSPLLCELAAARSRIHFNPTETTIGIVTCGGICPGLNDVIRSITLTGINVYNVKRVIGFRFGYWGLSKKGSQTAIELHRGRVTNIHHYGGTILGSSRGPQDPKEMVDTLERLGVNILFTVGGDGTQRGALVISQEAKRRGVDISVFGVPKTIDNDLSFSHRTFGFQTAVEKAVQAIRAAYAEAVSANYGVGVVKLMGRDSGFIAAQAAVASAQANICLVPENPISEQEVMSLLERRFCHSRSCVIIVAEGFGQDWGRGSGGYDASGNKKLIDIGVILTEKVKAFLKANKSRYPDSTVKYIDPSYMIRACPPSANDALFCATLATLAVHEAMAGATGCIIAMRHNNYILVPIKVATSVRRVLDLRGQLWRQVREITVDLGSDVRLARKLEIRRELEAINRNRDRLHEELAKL
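1.25 nM PFK with 0.5 mM F6P and 0.1 mM ATP in 0.1 M TEA pH 8.0, 5 mM MgCl2, incubated 45 min at room temperature; ADP measured by ADP-Glo luminescence; compounds titrated up to 57 uM.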
Chronic BCR inh: chronic active BCR signaling inhibition; ABC-DLBCL IkBa-CBG/CBR reporter, luminescence ratio, 4 h; Potency, µM (titrated, usually from 46.1 µM), for the others: at the highest dose ratio change, negative = lower green/red ratio, hits mostly inhibitors; 340,000 tested, 0.05% active; active = well fitted inhibition curve with a large enough effect in the signal ratio, with a control signal flat, not every such curve was filed as active; inconclusive = small, poorly fitted or top-dose-only effect, or effect the other way, or a change in a side signal; the % refers to the signal ratio;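 also: potency is read from the fitted curve at half-maximal effect; plate controls were basal doxycycline-induced cells for no effect and cells given 10 µM MG132 for full effect; MG132 reads +100%, hits lower the ratio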
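TMD8 ABC-DLBCL cells carrying doxycycline-inducible green luciferase fused to IkappaBalpha plus unfused red luciferase were exposed to compounds (up to 46 uM) for 4 hrs at 37C. Activity came from the overlap-corrected green/red luminescence ratio.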
FBPA coupling cs: counter-screen for Giardia aldolase inhibitors: coupling enzyme system | coupling enzyme system counterscreen, AmpLite Red fluorescence | activity change, negative = inhibition, % at 58.2 µM, hits read low | 290,000 tested, 0.67% active | AID 2472; in the data active = activity change below about -30%; also: % is scaled to controls: 0 for no effect and ±100 for the full control effect
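Coupling enzymes only (glyceraldehyde-3-phosphate) + compound, at 57.5 uM final, 10 min RT; add substrate/coupling/AmpLite Red mix, 20 min RT; fluorescence ex 525/em 598 nm. Actives flag coupling-system interference.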
Starred values were filed as active, the others as inactive; ? = inconclusive; nt = no result given; [ ] = dose if it differs, or a comment. Unless noted, calls follow the shape of the dose curve; as a rule, active = well fitted curve in the direction sought with a large enough effect; inconclusive = small, poorly fitted or top-dose-only effect, or another doubt; inactive = no such curve, though single readings can be large; an effect the other way counts as inactive or inconclusive. Some of the compounds tested; the hit share may differ from the screen's.

SMILES	PKM2 activator	TSG101-PTAP inh	S-ASM inh	B2AR arrestin	Giardia killer	Integrin act MD	GALK inhibitor	Menin-MLL TR inh	Tb PFK inh	Chronic BCR inh	FBPA coupling cs
CC(=O)c1cccc(N(C(=O)CNC(=O)c2ccco2)C(C(=O)NCc2ccco2)c2ccccc2)c1 (centres undefined)	2%	-2%	0%	-0.5%	1	-8%	-2%	-5%	-3%	-2%	-2
C/C(CC(=O)Nc1ccc(C)cc1C)=N\NC(=O)C(C)C	3%	-3%	0%	0.0%	-14	-5%	5%	0%	-4%	0%	-2
COC(=O)c1cc(NC(=O)Cc2ccc(OC)c(OC)c2)cc(C(=O)OC)c1	2%	1%	-1%	0.4%	21	-4%	3%	5%	2%[0.46 µM]	2%	-3
COc1ccccc1CNC(=O)COC(=O)COc1ccccc1Cc1ccccc1	nt	1%	-1%	-0.2%	2	-16%	nt	nt	-1%	-1%	nt
N#C/C(=C/c1cccnc1)c1ccccc1	2%	0%	1%	-0.6%	22	-11%	3%	-14%	1%	4%	-4
O=C(COc1c(Cl)cc(Cl)cc1Cl)c1ccc(Cl)cc1	-9%	2%	-1%	-0.4%	-5	-5%	-1%	-11%	-4%	4%	0
Cc1c(OCC(=O)OC(C)C)ccc2c3c(c(=O)oc12)CCC3	-1%	-5%	63%[activator]	0.1%	0	-5%	0%	-19%	0%	?	3
Cc1ccc(C(=O)N/N=C\c2ccc(OC(=O)c3cccs3)cc2)cn1	3%	?	1%	-1.2%	3	-3%	-2%	-3%	0%	?	-2
O=C(CCS(=O)(=O)c1ccc2c(c1)NC(=O)CO2)NCCc1ccccc1	-5%[0.46 µM]	2%	5%	0.0%	-5	?	-1%	21%	-3%	2%	2
COc1cccc(-n2c(=O)c3sccc3n(CC(=O)NC3CCCCC3)c2=O)c1	1%	-4%	1%	-0.3%	-2	-25%	7%	?	-10%	-7%	0
CSc1ccccc1OCc1cc(C(=O)N(C)Cc2c(C)n[nH]c2C)no1	-18%	-3%	2%	0.2%	1	-39%	6%	nt	0%	-15%	nt
Cc1sc2ncn(CC(=O)NCCN3CCOCC3)c(=O)c2c1S(=O)(=O)N1CCC(C)CC1	-15%	-9%	0%	-0.4%	3	14%	-2%	0%	-2%	-5%	1
O=C(NCc1ccc(F)cc1)C(=O)NCC1OCCN1S(=O)(=O)c1ccc2c(c1)OCCO2 (centres undefined)	2%	-2%	4%	-1.0%	-3	10%	-1%	nt	-20%	-13%	-1
Cc1ccc(C(=O)CCC(=O)Nc2ccc(Cl)c(S(=O)(=O)Nc3cccc(Cl)c3)c2)cc1	0%	1%	-13%	2.5%	2	19%	-2%	?	0%	-15%	4
COc1ccc(-n2c(Cc3ccccc3)nnc2SCC(=O)N2CCCc3ccccc32)cc1	13%	-6%	-2%	0.4%	1	6%	-5%	?	1%	-19%	3

Part of the list above in order of formula weight, low to high.
SMILES	PKM2 activator	TSG101-PTAP inh	S-ASM inh	B2AR arrestin	Giardia killer	Integrin act MD	GALK inhibitor	Menin-MLL TR inh	Tb PFK inh	Chronic BCR inh	FBPA coupling cs
N#C/C(=C/c1cccnc1)c1ccccc1	2%	0%	1%	-0.6%	22	-11%	3%	-14%	1%	4%	-4
C/C(CC(=O)Nc1ccc(C)cc1C)=N\NC(=O)C(C)C	3%	-3%	0%	0.0%	-14	-5%	5%	0%	-4%	0%	-2
Cc1c(OCC(=O)OC(C)C)ccc2c3c(c(=O)oc12)CCC3	-1%	-5%	63%[activator]	0.1%	0	-5%	0%	-19%	0%	?	3
O=C(COc1c(Cl)cc(Cl)cc1Cl)c1ccc(Cl)cc1	-9%	2%	-1%	-0.4%	-5	-5%	-1%	-11%	-4%	4%	0
CSc1ccccc1OCc1cc(C(=O)N(C)Cc2c(C)n[nH]c2C)no1	-18%	-3%	2%	0.2%	1	-39%	6%	nt	0%	-15%	nt
COC(=O)c1cc(NC(=O)Cc2ccc(OC)c(OC)c2)cc(C(=O)OC)c1	2%	1%	-1%	0.4%	21	-4%	3%	5%	2%[0.46 µM]	2%	-3
COc1cccc(-n2c(=O)c3sccc3n(CC(=O)NC3CCCCC3)c2=O)c1	1%	-4%	1%	-0.3%	-2	-25%	7%	?	-10%	-7%	0
COc1ccccc1CNC(=O)COC(=O)COc1ccccc1Cc1ccccc1	nt	1%	-1%	-0.2%	2	-16%	nt	nt	-1%	-1%	nt
Cc1ccc(C(=O)CCC(=O)Nc2ccc(Cl)c(S(=O)(=O)Nc3cccc(Cl)c3)c2)cc1	0%	1%	-13%	2.5%	2	19%	-2%	?	0%	-15%	4
Cc1sc2ncn(CC(=O)NCCN3CCOCC3)c(=O)c2c1S(=O)(=O)N1CCC(C)CC1	-15%	-9%	0%	-0.4%	3	14%	-2%	0%	-2%	-5%	1

Next structures:
SMILES	PKM2 activator	TSG101-PTAP inh	S-ASM inh	B2AR arrestin	Giardia killer	Integrin act MD	GALK inhibitor	Menin-MLL TR inh	Tb PFK inh	Chronic BCR inh	FBPA coupling cs
CSc1nnc(C)c(=O)n1COC(=O)COc1ccccc1	0%	-1%	5%	-0.9%	-4	5%	-2%	2%	-2%	1%	0
Cc1ccc(S(=O)(=O)NNC(=O)C(O)(c2ccccc2)c2ccccc2)cc1	1%	-7%	3%	?	16	15%	0%	8%	1%	2%	3
CCOc1ccc(Br)cc1C1C(C(=O)OC)=C(N)Oc2cc(N(C)C)ccc21 (centres undefined)	-1%	3%	3%	0.5%	-3	11%	-3%	12%	1%	?	-3
CC1Oc2ccccc2N(CC(=O)Nc2ccc3c(c2)OCCO3)C1=O (centres undefined)	-2%	3%	2%	-0.5%	-6	-9%[7.66 µM]	7%	10%	-1%	?	0
O=C(N/N=C/c1cc(Br)ccc1O)Nc1ccccc1	-3%	-3%	452%[activator]	0.2%	-16	-9%	1%	?	0%	0%	-3
CCN(CC)C(=O)N1CCN(C(=O)c2ccc(C)cn2)CC1	3%	-4%	-1%	-0.1%	16	1%	0%	-9%	0%	3%	1
CC(=O)c1cccc(NC(=O)C(C)OC(=O)/C=C/c2cccs2)c1 (centres undefined)	nt	-2%	-5%	0.3%	0	12%	nt	nt	1%	-9%	nt
COc1ccc(OC)c(NC(=O)c2ccc(S(=O)(=O)N3CCN(C)CC3)cc2)c1	-2%	-3%	0%	3.6%	4	0%	2%	-4%	6%	-3%	0
Cc1ccc(S(=O)(=O)N(C)C)cc1NC(=O)C1CCCCC1	3%	1%	-1%	-0.8%	-17	?	nt	nt	-3%	2%	-2
COc1ccccc1C1NC(=O)NC(C)=C1C(=O)OC1CCCCC1 (centres undefined)	-19%	-4%	5%	0.4%	-3	15%	0%	0%	21%	-4%	-5
CS(=O)(=O)N(CCc1ccccc1)CC(N)=O	-1%	-4%	1%	0.0%	6	-3%	1%	14%	7%	?	1
CCS(=O)(=O)N1CCN(c2ccc([N+](=O)[O-])c(NCc3cccnc3)c2)CC1	9%	-11%	-10%	-0.5%	-19	21%	0%	4%	-6%	?	-8
CCOC(=O)[C@H]1[C@H]2COc3cc(OC)ccc3[C@@H]2N2C(=O)CN(Cc3ccc(OC)cc3)C(=O)[C@@]12C	nt	nt	-2%	3.9%	-7	17%	nt	nt	1%	-1%	nt
CCCCOC(=O)Cn1c(=O)c2c(nc3n2CCCCN3c2ccc(C)cc2)n(C)c1=O	1%	-1%	-7%	0.2%	-6	-3%	5%	-11%	-4%	-3%	1
CC(=O)Nc1ccc(C(=O)OC2CCOC2=O)cc1 (centres undefined)	-3%	-5%	-1%	0.4%	-6	4%	4%	12%	-1%	3%	1
COc1ccc(CN2C(=O)CN=C2Nc2cc(C)ccc2C)cc1	5%	-4%	-2%	-1.6%	12	-25%	-1%	-2%	1%	?	1

Compound activity: PubChem, National Center for Advancing Translational Sciences (NCATS)
